# Assay outcomes as filed in PubChem.
# D3 ag: qHTS of D3 Dopamine Receptor Agonist: qHTS | D(3) dopamine receptor (Homo sapiens), P35462 | D3R DiscoveRx beta-arrestin cells, luminescence, 90 min | max activation, % | 0.58% of 410,000 active; in the data active = max activation above about 30%; note: 0% is about no effect; mostly tested at two doses, the higher about 12 µM
# Target sequence (P35462 whole entry, looked up): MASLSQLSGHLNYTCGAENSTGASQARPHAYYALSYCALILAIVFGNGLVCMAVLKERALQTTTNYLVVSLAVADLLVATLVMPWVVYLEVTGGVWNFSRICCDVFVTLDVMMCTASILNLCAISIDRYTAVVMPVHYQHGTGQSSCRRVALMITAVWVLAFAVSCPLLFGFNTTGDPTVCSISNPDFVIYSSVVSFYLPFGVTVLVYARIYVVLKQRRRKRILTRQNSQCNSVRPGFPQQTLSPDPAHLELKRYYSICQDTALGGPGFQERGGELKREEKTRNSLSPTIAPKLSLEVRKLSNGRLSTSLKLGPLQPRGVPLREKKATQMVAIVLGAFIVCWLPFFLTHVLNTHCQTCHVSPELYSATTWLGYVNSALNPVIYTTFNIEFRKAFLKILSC
#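 Cells at 1500/well, incubated overnight, then treated with pinned compounds (dopamine as control) for 90 min at 37 degrees C. DiscoveRx reagent added for 30 - 60 minutes at room temperature; luminescence read.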
# SW480 rereplic: A quantitative high throughput screen for small molecules that induce DNA re-replication in SW480 colon adenocarcinoma cells; SW480 DNA re-replication, Hoechst DNA content imaging, 48 h; Potency, µM (series often up to 46.1 µM), inactives show at the top dose re-replication activation, actives largely listed as activators; 1.8% of 340,000 active; note: potency is the fitted concentration of half-maximal effect; % of control where 0% means no effect; nearly all actives have a fitted effect of over 55% in size
#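 Readout is total intensity of Hoechst-stained nuclei, excited at 405 nm and collected at 500-530 nm. Compound treatment lasted 48 hr at 37 C in 5% CO2 before staining.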
# HEK293 tox: qHTS of GLP-1 Receptor Inverse Agonists: Cytotox Screen | HEK293 cAMP-luciferase reporter cells, luminescence, 24 h | Potency, µM (top dose mostly 38.3 µM), for the others: at the top dose activity change, negative = inhibition, actives largely listed as inhibitors | 0.13% of 410,000 active;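 note: loss of luciferase light is scored as toxicity; potency is the fitted concentration of half-maximal effect; % is set by controls: 0 for no effect and ±100 for the full control effect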
#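 Step one: seed cells (200 cells/uL, DMEM with 10% Nu serum, 1% pen-strep). Step two: 12-hour incubation at 37 deg C. Step three: pin 23 nL compound, incubate 24 hr. Step four: add luciferase reagent, read luminescence 12 min later.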
# HT1080-NT tox: qHTS for induction of synthetic lethality in tumor cells producing 2HG: qHTS for the HT-1080-NT fibrosarcoma cell line. HT-1080-NT fibrosarcoma viability, CellTiter-Glo ATP luminescence, 48 h. Potency, µM (highest dose often 46.1 µM), for the others: at the highest dose activity, negative = less viability, hits mostly cytotoxic. 1.6% of 360,000 active. AID 686970, 2013;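 note: NT is the 2HG producing partner of a matched IDH1 knockdown line; potency is the fitted concentration of half-maximal effect; 0% = DMSO-treated cells and -100% = media-only wells without cells; nearly all actives have a fitted effect of over 55% in size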
#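 Viability by CellTiter-Glo luminescence after 48 h compound exposure at 37C of HT-1080-NT cells (750/well, RPMI, 5% FBS). % activity scaled between DMSO wells and medium-only wells, then curve-fitted and categorized by curve class.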
# KB-3-1 cytotox: qHTS assay for MDR1-selective chemotherapeutics: Primary screen using the parental adenocarcinoma cell KB-3-1 | KB-3-1 viability, CellTiter-Glo ATP luminescence, 72 h | Potency, µM (doses to about 46.1 µM), for the others: top-dose activity change, negative = cytotoxic, actives largely listed as cytotoxic | 1.4% of 400,000 active; note: potency is the fitted concentration of half-maximal effect; % is set by controls: 0 for no effect and ±100 for the full control effect; nearly all actives have a fitted effect of over 60% in size
#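 Luminescent ATP read-out (CellTiter-Glo) measures survival of drug-naive KB-3-1 cells after 72 h compound exposure at 37 °C. Titration series was screened from lowest to highest concentration, with DMSO vehicle plates as background controls.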
# HT1080 IDH1KD tx: qHTS for induction of synthetic lethality in tumor cells producing 2HG: qHTS for the HT-1080-IDH1KD cell line; HT-1080 IDH1 knockdown viability, ATP luminescence, 48 h; Potency, µM (highest dose often 46.1 µM), for inactives: at the highest dose activity, negative = toxicity, actives largely listed as cytotoxic; 2% of 360,000 active;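 note: potency is the fitted concentration of half-maximal effect; 0% = DMSO wells and -100% = cell-free medium wells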
#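 Viability of IDH1-knockdown HT-1080 fibrosarcoma cells was assessed by CellTiter-Glo after 48 h at 37 °C with titrated compound; concentration-effect curves were classified by fit quality and response size.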
# IL-1B inflam inh: qHTS for Inhibitors of Inflammasome Signaling: IL-1-beta AlphaLISA Primary Screen. THP-1 LPS/ATP IL-1B secretion, AlphaLISA, 16 h; active compounds read low. activity change, % at 57.5 µM. 4.7% of 360,000 active; in the data active = activity change below about -50%; inconclusive = mostly about -30% to -49%; note: % is set by controls: 0 for no effect and ±100 for the full control effect
#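 Secreted IL-1B measured by AlphaLISA bead assay after 16 h compound exposure of THP-1 cells; compounds (final up to 57.5 uM) added 1 h before LPS (250 ng/mL) and ATP (1.25 mM) stimulation; lower signal means less secretion.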
# KB-V1 MDR tox: qHTS assay for MDR1-selective chemotherapeutics: Primary screen using the drug-selected MDR subline cells KB-V1; KB-V1 MDR cells viability, CellTiter-Glo, 72 h; AID 1347076, 2019; Potency, µM (top dose mostly 46.1 µM), for the others: at the top dose activity change, negative = cytotoxicity, actives largely listed as cytotoxic; 3.4% of 400,000 active; note: potency is the fitted concentration of half-maximal effect; % is set by controls: 0 for no effect and ±100 for the full control effect; nearly all actives have a fitted effect of over 60% in size
#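 In this primary screen, KB-V1 cells overexpressing P-gp are incubated with library compounds (lowest to highest concentration) for 72 h at 37 degrees C before a luminescent ATP viability read.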
# MCF10A rereplic: A quantitative high throughput screen for small molecules that induce DNA re-replication in MCF 10a normal breast cells. MCF 10A DNA re-replication, Hoechst nuclear intensity, 48 h. Potency, µM (doses to about 46.1 µM), without a hit: at the top dose activity, positive = re-replication, hits mostly activators. 2.9% of 350,000 active; note: potency is the fitted concentration of half-maximal effect; % of control where 0% means no effect; nearly all actives have a fitted effect of over 50% in size
# * = called active by the depositor; ? = inconclusive; nt = no result given; [ ] = another dose, or the depositor's remark. Unless noted, calls come from the whole dose curve; as a rule, active = well fitted curve in the direction sought with a large enough effect; inconclusive = small, poorly fitted or top-dose-only effect, or another doubt; inactive = no such curve, though single readings can be large; an effect the other way counts as inactive or inconclusive.
SMILES,D3 ag,SW480 rereplic,HEK293 tox,HT1080-NT tox,KB-3-1 cytotox,HT1080 IDH1KD tx,IL-1B inflam inh,KB-V1 MDR tox,MCF10A rereplic
COC(=O)c1scc(C)c1NS(=O)(=O)c1ccc(NC(C)=O)cc1,2,-34%[inhibitor],?,26%,14%,17%,-9,-19%,-2%
NS(=O)(=O)c1ccc(NC(=O)/C=C/c2ccc(S(=O)(=O)NCc3ccco3)cc2)cc1,-25,-6%,0%,-22%,-21%,-28%,-52*,-4%,-6%
O=C(CCc1ccccc1)Nc1ccc(NC(=O)c2ccco2)nc1,0,1%,-13%,6%,-2%,7%,2,7%,9%
COc1cc(/C=C2\SC(=O)NC2=O)ccc1Oc1ccc([N+](=O)[O-])cn1,-8,5%,13%,-25%,-20%,-24%,-29,-3%,?
CCOC(=O)c1cnc(-c2ccccc2)nc1N1CC(C)OC(C)C1 (stereo unspecified),3,-87%[inhibitor],5%,0%,1%,6%,-24,?,7%
Cc1cc2c(c(=O)o1)C(CCC1CCCCC1)C(C#N)=C(N)O2 (stereo unspecified),2,-97%[inhibitor],-10%,-8%,-1%,-13%,-8,2%,4%
CN1\C(=C/C=C/C=C/C=[N+](C)C)C(C)(C)c2ccccc21,-4,-91%[inhibitor],-4%,?,?,?,-21,8.2µM*,?
CCN(CC(=O)Nc1ccc2c(c1)OCCO2)CC(=O)Nc1ccccc1C(F)(F)F,-14,-5%,-10%,6%,0%,1%,12,12µM*,6%
CC1(c2ccccc2)NC(=O)N(CC#N)C1=O (stereo unspecified),0,-4%,0%[0.307 µM],11%,1%,5%,5,1%,-4%
CCOC(=O)C1C(O)=CC(=O)CC1c1ccccc1 (stereo unspecified),19,-8%,-1%,1%,23%,0%,10,1%,-3%
CN1CCn2cnc(C(=O)N3CCN(c4ccccc4)CC3)c2C1=O,2,nt,5%,17%,-7%,0%,-1,3%,nt
CCN(c1ccccc1)S(=O)(=O)c1cc(C(=O)O)ccc1C,3,-8%,-4%,12%,28%,5%,25,19%,3%
Cc1nnc(N/N=C/c2ccccc2C(F)(F)F)n1N,-7,0%,3%,-20%,0%,-15%,-9,-8%,-1%
CC(=O)N1c2c(cc(Br)cc2S(=O)(=O)N2CCN(c3cc(C)ccc3C)CC2)CC1C (stereo unspecified),-8,nt,-8%,nt,-6%,nt,nt,-12%,nt
COc1cccc(-c2nc(-c3ccc(NC(=O)c4ccncc4)cc3)no2)c1,8,2%,-13%,10%,2%,5%,34,0%,7%
CCC1(CC)NC(=O)N(CC(=O)OCC(=O)Nc2sccc2C#N)C1=O,-11,-7%,-15%,-1%,-4%,-4%,-2,-4%,-2%
CC(=O)N1CCC2(CC1)C(C#N)=C(N)Oc1c2sc2nc(C)cc(C)c12,3,-10%,-18%,-1%,-21%,-15%,-2,-1%,10%
CC(C)(C#CC(O)(c1ccccc1)c1ccccc1)N1CCCC1,3,-7%,0%,-2%,-1%,-1%,-21,-9%,0.82µM*
O=C(NCCO)c1ccc2c3n(nc2c1)-c1ccccc1CO3,-8,-6%,9%,-14%,8%,-4%,-16,4%,16%
COc1ccc(C2=NS(=O)(=O)N(C)C(C(=O)Nc3ccc4c(c3)OCO4)=C2)cc1OC,-8,2%,?,-8%,?,-5%,8,5%,0%
O=C(O)CC1SC(N/N=C/c2ccc(Br)cc2)NC1=O (stereo unspecified),1,-15%,8%,4%,-1%,7%,26,7%,4%
CCN1CCN(c2ccc(Nc3ccnc4ccccc34)cc2)CC1,-6,15µM*,-17%,-43%,?,?,-1,4%,?
Clc1ccc2c(-c3ccccc3)nc(-c3cccs3)nc2c1,5,nt,4%,14%,-12%,2%,39,-7%,nt
COc1ccc(Cl)cc1NC(=O)CN(C)CC(=O)Nc1ccccc1C(F)(F)F,1,-2%,9%,-18%,5%,-9%,-4,?,5%
Cc1cc(-c2c(C(=O)N3CCOCC3)c(C)nn2-c2cccc(C(F)(F)F)c2)no1,0,-3%,-8%,5%,8%,4%,10,?,5%
COCCn1c(SCC(=O)Nc2ccccc2OC)nnc1-c1ccco1,19,-15%,11%,14%,0%,1%,19,2%,-2%
CCOc1ccc(NC(=O)Nc2cc(C)on2)cc1,14,-1%,3%,-11%,0%,-6%,1,?,6%
CN(Cc1ccc(F)cc1)C(=O)CN1CCN(S(=O)(=O)c2ccc3c(c2)OCCCO3)CC1,0,nt,0%,-3%,-2%,4%,-27,?,nt
COc1ccccc1N1CCN(S(=O)(=O)c2cccc(F)c2)CC1,1,-14%,4%,8%,-5%,4%,10,?,-3%
Cc1ccc(S(=O)(=O)N(C)CC(=O)NCCCn2nc(C)cc2C)cc1,-5,?,5%,4%,5%,-7%,-15,-17%,22%
CC(C)c1ccc(NC(=O)c2ccc(=O)n(Cc3ccccc3)c2)cc1,0,nt,-31%,nt,?,nt,nt,?,nt
O=C(COC(=O)CNC(=O)c1ccc(Cl)cc1)NC1CCCCCC1,-1,10%,10%,2%[9.24 µM],15%,9%,-15,23%,3%
CCN(CC)c1ccc(/C=N/NC(=O)CNC(=O)c2ccc3c(c2)OCCO3)cc1,-14,-8%,-27%,-13%,12%,-24%,-12,1%,1%
CCOC(=O)N1CCC(Nc2ncnc3c2cnn3-c2ccc(C)cc2C)CC1,4,-16%,-2%,-13%,0%,-5%,-10,-31%,16%
CCN(C(=O)CN1C(=O)c2ccccc2S1(=O)=O)C1CCCCC1,3,-343%,-6%,6%,11%,1%,-10,7%,0%
Cc1ccc(S(=O)(=O)NC(N)=NCCc2ccc(Cl)cc2)cc1,-4,-8%,-11%,-9%,-8%,-7%,-3,16µM*,-9%
O=C(NC1=NCCS1)c1ccc(Cl)c(S(=O)(=O)N2CCOCC2)c1,0,-5%,1%,-1%,0%,3%,-17,?,-5%
Cc1cc(C)cc(NS(=O)(=O)c2cc3c(cc2C)NC(=O)CO3)c1,5,nt,-11%,nt,-1%,nt,nt,13%,nt
Cc1nn(C)cc1C(=O)Nc1cc(Oc2ccc(Cl)cc2)cc([N+](=O)[O-])c1,8,22%,-15%,2%,21µM*,4%,22,?,97%
Cc1cccc(NC(=O)NNC(=O)c2ccc3ccccc3c2O)c1,-2,?,1%,6%,-5%,3%,51,25%,-2%
CCOC(=O)N1CCN(C(=O)c2cc3ccc(OC)cc3[nH]2)CC1,8,-10%,-8%,?,-4%,?,-5,-4%,5%
O=C(CCN1C(=O)COc2ccccc21)NCCCN1CCCC1,-2,-38%,-2%,-1%,24%,15%,0,?,-2%
C=CCn1c(O)c(N=NC(=O)CNC(=O)/C=C/c2ccco2)c2ccccc21,-13,-3%,-13%,0%,-6%,-28%,39,-6%,18%
COc1ccc(C(CNC(=O)c2sccc2C)N2CCOCC2)cc1 (stereo unspecified),-16,2%,-1%,0%,1%,0%,4,-16%,2%
COc1ccc(-n2ncc(N(C)n3cccc3)c(Cl)c2=O)cc1,2,-6%,1%,10%,16%,17%,-14,4%,2%
S=C(NCc1cccs1)Nc1ccc(Cl)cc1,4,-1%,-16%,-16%,-2%,-28%,2,7%,10%
COc1ccc(Cl)cc1NC(=O)Cn1c(NCCO)nc2ccccc21,-11,-1%,-6%[0.307 µM],-20%,1%,-20%,-16,-7%,-4%
CCc1noc(C)c1C(=O)Nc1cc(S(=O)(=O)N2CCCCC2)ccc1N(C)C,-5,-5%,-2%,-7%,-9%,5%,-12,?,-1%
Clc1ccc(OCCN2CCOCC2)cc1,-5,?,-4%,0%,13%,1%,32,21%,10%
CC1CCc2sc(C(=O)NC(C)C3CCCO3)cc2C1 (stereo unspecified),-4,-1%,0%,13%,-5%,13%,23,-5%,0%
Cc1cccc(-c2oc3ccccc3c2-c2ccc3c(c2)OCO3)c1,2,-9%,12%,?,11%,0%,-8,-5%,?
CCCN(CC(=O)Nc1ccccc1C)C(=O)C1CC(=O)N(c2ccccc2OCC)C1 (stereo unspecified),1,?,-9%,5%,0%,0%,8,-1%,0%
S=c1c2[nH]cnc2ncn1CCSc1ncnc2nc[nH]c12,-36,1%,1%,0%,17%,-10%,15,-28%,?
CCOc1c(OC)cccc1C1CC(=O)Nc2cc3c(cc21)OCCO3 (stereo unspecified),4,?,-26%,?,?,?,3,-8%,?
Cc1ccc(C)c(CN2C(=O)c3ccccc3S(=O)c3ccc(C(=O)NCCCN4CCCC4)cc32)c1 (stereo unspecified),-19,?,-18%,?,-7%,?,-14,30%,20%
S=C(c1ccc(Br)cc1)N1CCN(Cc2ccccc2)CC1,-44,-1%,2%,5%,?,6%,-8,-15%,18%
Cc1cc(-n2c(C)cc(C(=O)COc3ccc(F)c(F)c3)c2C)no1,-10,-22%,3%,0%,-6%,-6%,-24,-3%,23%
CCCCN(c1ccccc1)c1ncnc2nc[nH]c12,5,-6%,-19%,-5%,16%,0%,-1,5%,-2%

# For convenience, part of the list above.
SMILES,D3 ag,SW480 rereplic,HEK293 tox,HT1080-NT tox,KB-3-1 cytotox,HT1080 IDH1KD tx,IL-1B inflam inh,KB-V1 MDR tox,MCF10A rereplic
Clc1ccc(OCCN2CCOCC2)cc1,-5,?,-4%,0%,13%,1%,32,21%,10%
CC1CCc2sc(C(=O)NC(C)C3CCCO3)cc2C1 (stereo unspecified),-4,-1%,0%,13%,-5%,13%,23,-5%,0%
